From PubChem
DYRK1A inh: rat Dyrk1A kinase inhibitors, primary screen, biochemical, single point, plate reader | 310,000 compounds, 0.43% hits | ADP-Glo luminescence, NFATc1 peptide | inhibition, % at 12.5 µM | AID 504441, 2011 | Dual specificity tyrosine-phosphorylation-regulated kinase 1A (Rattus norvegicus), Q63470; in the data active means inhibition above about 50%;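 further: plate controls were vehicle with enzyme for no effect and no enzyme for full effect; many of its hits are not listed in these tables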
GSK3A inh: blockers of GSK3A enzyme activity – biochemical, luminescence, cell-free homogeneous, HTS, primary screen. Glycogen synthase kinase-3 alpha (Homo sapiens), P49840. GSK-3 alpha kinase, ADP-Glo luminescence, 60 min. inhibition, % at 10 µM. 320,000 compounds, 0.1% hits. AID 2650, 2010;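 in the data active means inhibition above about 50%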;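 further: GST-tagged GSK-3 alpha with peptide substrate and 25 µM ATP; 0% = DMSO neutral wells and 100% = GW8510 positive control wells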
Target sequence (P49840 whole entry, looked up): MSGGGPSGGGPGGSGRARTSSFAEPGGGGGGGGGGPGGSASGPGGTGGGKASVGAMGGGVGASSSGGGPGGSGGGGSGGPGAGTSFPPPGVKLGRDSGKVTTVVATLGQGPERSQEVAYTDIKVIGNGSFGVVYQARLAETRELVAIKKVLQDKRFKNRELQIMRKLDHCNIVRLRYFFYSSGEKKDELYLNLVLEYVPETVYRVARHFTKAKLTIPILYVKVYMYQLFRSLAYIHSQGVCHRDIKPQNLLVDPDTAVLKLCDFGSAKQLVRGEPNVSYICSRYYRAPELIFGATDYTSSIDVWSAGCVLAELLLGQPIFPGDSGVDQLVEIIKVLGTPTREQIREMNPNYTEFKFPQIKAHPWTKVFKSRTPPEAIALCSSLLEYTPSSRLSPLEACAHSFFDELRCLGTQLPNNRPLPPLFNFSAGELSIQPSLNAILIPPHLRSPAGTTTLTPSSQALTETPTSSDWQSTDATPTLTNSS
Active calls of the source: *. Only part of the results is shown; count on the stated rates, not on these rows.

Second line of a record: DYRK1A inh | GSK3A inh
(1) O=C(CN1CCN(CN2C(=O)NC3(CCCCCC3)C2=O)CC1)Nc1cccc(F)c1
  -6 | 3
(2) Cc1ccc(C(=O)N2CCCCC2C(=O)O)cc1S(=O)(=O)N1CCCCC1 (stereo not given)
  -1 | 2
(3) COc1cc(C(=O)Nc2ccc3nc(N4CCOCC4)sc3c2)cc(OC)c1OC
  9 | -11
(4) Cc1cccc(NC(=O)c2ccc(Cl)c(S(=O)(=O)N3CCc4ccccc43)c2)n1
  -1 | -5
(5) COc1ccc(CCNC(=O)COC(=O)c2cc(=O)[nH]c3ccccc23)cc1
  4 | 0
(6) CCc1ccccc1Nc1nc(N)nc(COC(=O)CCC(=O)c2ccc(F)cc2)n1
  -2 | 1
(7) CCN1CCN(c2ccc(NC(=O)c3cccc(S(=O)(=O)N4CCCC4)c3)cc2)CC1
  4 | -3
(8) O=C1CC/C=C\C[C@@H](CC(=O)N(CCO)Cc2ccccc2)C(=O)N[C@H](Cc2c[nH]c3ccccc23)CO1
  0 | -4
(9) CC(C)c1ccc(C(=O)COC(=O)C(O)c2ccccc2)cc1 (stereo not given)
  8 | -2
(10) O=C(Nc1ccc(SC(F)F)cc1)c1cc(-c2ccncc2)nc2ccccc12
  2 | -2
(11) Cc1cnc(C(=O)OCC(=O)NCc2ccc(Cl)cc2)cn1
  -3 | -1
(12) Cn1c2ccccc2c(=O)c2ccc(NCCc3cccs3)cc21
  22 | -1
(13) O=C(CSc1nnc2ccccn12)Nc1ccccc1Cl
  -2 | -6
(14) O=C(CSc1nnc(-c2ccccc2F)o1)N1CCNC1=O
  7 | -5
(15) CC(=O)Nc1ccc(C(=O)COC(=O)c2ccco2)c(F)c1
  -3 | -8
(16) O=C(CCOc1ccccc1)N1CCN(S(=O)(=O)c2ccccc2F)CC1
  9 | -2
(17) COc1cc(C#Cc2c(-c3cncn3C)n(C)c3ccc(-c4ccc(OC)c(OC)c4)cc23)cc(OC)c1
  0 | 1
(18) COCCNC(=O)c1cc(-c2ccccc2C)nn1CC1CC(c2cccnc2)=NO1 (stereo not given)
  8 | -2
(19) COc1ccc(N2CCN(C(=O)COC(=O)COc3cccc(C(F)(F)F)c3)CC2)cc1
  6 | -6
(20) Cc1ccc(N2C(=O)C3CCCN3C2=S)c(C)c1 (stereo not given)
  -3 | -3
(21) Cc1cccc(C(C)C)c1NC(=O)CSc1ncnc2[nH]ncc12
  19 | 1
(22) CC(C)(C)OC(=O)N[C@@H](C(=O)OC(C)(C)C)c1ccc2ccccc2c1
  4 | -2
(23) CSc1ncccc1C(=O)OCC(=O)NC12CC3CC(CC(C3)C1)C2
  -2 | -1
(24) Cc1cccc(C(=O)NCCC(=O)NCc2ccccc2Cl)c1
  3 | 0
(25) COc1ccc(C)cc1Nc1n[n+](-c2ccccc2)c(-c2c(OC)ccc3ccccc23)s1
  2 | -40
(26) CCCN(C(=O)CSc1ncnc2sccc12)c1c(N)n(Cc2ccccc2)c(=O)[nH]c1=O
  4 | 0
(27) CC(=O)c1c(C)[nH]c(C(=O)CN2CCN(S(=O)(=O)c3ccccc3F)CC2)c1C
  -5 | -2
(28) Cc1ccc(NC(=O)CSCC(=O)NC2=NCCS2)cc1
  -5 | -2
(29) CCN(C(=O)COc1cc(OC)ccc1C(C)=O)C1CCS(=O)(=O)C1 (stereo not given)
  8 | -3
(30) Cc1ccccc1-n1nnnc1SCC(=O)NNC(=O)c1ccc(NC(=O)CC#N)cc1
  4 | -3
(31) CCOc1ccc(CN(C)c2ccc(S(=O)(=O)N3CCN(C)CC3)cc2[N+](=O)[O-])cc1OC
  -1 | -3
(32) COc1ccc(NC(=O)Nc2ccc3c(c2)C(=O)N([C@H](C)CO)C[C@H](C)[C@@H](CN(C)S(=O)(=O)c2ccc(OC)cc2)O3)cc1
  9 | -2
(33) C[C@@H]1CN([C@@H](C)CO)C(=O)c2cccc(NC(=O)C3CCOCC3)c2O[C@H]1CN(C)S(=O)(=O)c1ccc(Cl)cc1
  2 | -2
(34) Cc1ccc(S(=O)(=O)NCC(=O)OCc2cc(=O)oc3cc(C)ccc23)cc1
  -4 | -1
(35) CCC(CO)Oc1cc(NCc2cc(C)cc(C)c2)c2ncn(C(C)C)c2c1 (stereo not given)
  2 | 1
(36) C/C(=N\NC(=O)c1cccc(S(=O)(=O)N2CCCC2)c1)c1ccncc1
  -2 | -4
(37) CSCCC(NC(=O)c1ccccc1Cl)C(=O)NCc1ccncc1 (stereo not given)
  2 | -8
(38) O=C(NCC1CCCCC1)c1ccc(F)c(S(=O)(=O)N2CCOCC2)c1
  8 | 1
(39) Cc1ccc(Cl)c(NC(=O)COC(=O)c2nn(-c3ccccc3)cc2O)c1Cl
  -5 | 1
(40) COc1cc2sc3cc(NCC[C@@H]4CCCN4C)ccc3c(=O)c2cc1OC
  34 | 17
(41) COc1cccc(-c2c(-c3cc(OC)cc(OC)c3)n(C)c3ccc(-c4ccc5cc[nH]c5c4)cc23)c1
  16 | -2
(42) O=C(CN1CCN(S(=O)(=O)c2ccc(F)c(Cl)c2)CC1)N1CCOCC1
  -4 | -2
(43) COc1cc(OC)cc(C(=O)NCC(=O)NCc2ccccn2)c1
  1 | 0
(44) CC(=O)c1ccc(S(=O)(=O)Nc2ccc(S(=O)(=O)N3CCCCC3)cc2)cc1
  2 | -3
(45) CC(C)(C)OC(=O)C[C@@H]1C/C=C\C[C@@H](CC(=O)N(CCO)Cc2ccccc2)C(=O)N2CCC[C@@H]2COC1=O
  5 | 1
(46) CCN(C(=O)COC(=O)c1c(C)nsc1NC)c1ccccc1
  0 | -3
(47) CCN(Cc1ccncc1)C(=O)c1cccc(S(=O)(=O)N2CCCCC2)c1
  0 | 0
(48) CCOc1ccc(NC(=O)c2ccc3c(c2)OCCO3)cc1S(=O)(=O)N(CC)CC
  5 | -2
(49) Cc1ccc(S(=O)(=O)N2CCN(Cc3cc(=O)n4ccccc4n3)CC2)c(C)c1
  6 | -1
(50) COc1ccc(S(=O)(=O)N2CCN(C(=O)CN3C(=O)NC(C)(C)C3=O)CC2)cc1
  -5 | -3
(51) C[C@@H](OC(=O)c1[nH]cnc1C(=O)NCc1ccc(CNC(=O)OC(C)(C)C)cc1)c1ccccc1
  4 | 1
(52) COc1ccc(NC(=O)CC2SC(N3CCOCC3)=NC2=O)c(OC)c1 (stereo not given)
  1 | 3
(53) C[C@@H](C(=O)OCC(=O)c1ccc(F)c(F)c1)N1C(=O)C2CCCCC2C1=O (stereo not given in full)
  3 | 0
(54) Cc1ccc(NC(=O)COC(=O)c2ccc(S(=O)(=O)N3CCCCC3)cc2)cc1
  2 | 0
(55) CC(Sc1nc2ccccc2c(=O)n1C)C(=O)Nc1ccc2c(c1)OCCO2 (stereo not given)
  -2 | -1
(56) CSCCC(NC(=O)c1ccco1)C(=O)NCC(c1ccccc1)N(C)C (stereo not given)
  -6 | 0
(57) O=C(COC(=O)c1ccc(O)cc1)Nc1cc(S(=O)(=O)N2CCOCC2)ccc1Cl
  8 | -9
(58) CCOc1ncccc1C(=O)Nc1cccc(S(=O)(=O)N2CCOCC2)c1
  -3 | 0
(59) C#CCOCCOCCOCCNc1nc(N2CCN(C(=O)Cn3cc(CCCCN)nn3)CC2)nc(N2CCN(C(=O)[C@H](CCCCN)n3cc(CCC(=O)O)nn3)CC2)n1
  -2 | -3
(60) C=CC[C@H](CC(=O)NCCO)C(=O)NC[C@H](OC(=O)[C@@H](CC=C)Cc1ccc(F)cc1)c1ccccc1
  -2 | 5

Additional results:
no.	molecule	DYRK1A inh	GSK3A inh
61	CCOC(=O)C1=C(COC(=O)CCOc2ccccc2)NC(=O)NC1C (stereo not given)	-3	3
62	N#Cc1nc(Nc2cc(F)cc(F)c2)c2ncn(CC(F)F)c2n1	9	-4
63	COc1ccc2c(CC(=O)NNC(=O)c3ccc(C)cc3)coc2c1	-3	-3
64	CC(C)NC(=O)Nc1cccc2c1O[C@H](CN(C)S(=O)(=O)c1ccccc1)[C@@H](C)CN([C@H](C)CO)C2=O	-1	-2
65	O=c1oc(CCO)cc2ccc(C#Cc3ccsc3)cc12	3	0
66	Cc1ccc(-n2c(SCC(=O)N(C)C3CCS(=O)(=O)C3)nc3ccccc3c2=O)c(C)c1 (stereo not given)	-6	0
67	CN(C)C1CCN(Cc2cc(COCc3ccccc3)c3cccnc3c2O)C1 (stereo not given)	-3	0
68	CC(C)(C)OC(=O)NCCCCCNC(=O)c1[nH]cnc1C(=O)Nc1cccc(Cl)c1	-10	-3
69	CCOC(=O)[C@H]1[C@H]2COc3ccc(Br)cc3[C@@H]2N2C(=O)CN(Cc3ccccc3)C(=O)[C@@]12C	0	-4
70	CN1CCN(c2cc(-c3cc(O)c4ncccc4c3)ccn2)CC1	27	-2
71	C[C@H]1COC(=O)[C@H](Cc2ccc(F)cc2)C/C=C\C[C@H](CC(=O)N(CCO)Cc2ccccc2)C(=O)N1	1	-2
72	Cc1cc(C)cc(N(CCC#N)C(=O)COC(=O)Cn2[nH]c(=O)c3ccccc3c2=O)c1	-5	-1
73	O=C1NC[C@@H](c2ccccc2)OC(=O)[C@H](Cc2ccc(F)cc2)C/C=C\C[C@@H]1CC(=O)N(CCO)Cc1ccccc1	7	3
74	O=C1OC(CN2CCOCC2)CN1N=Cc1ccc([N+](=O)[O-])o1 (stereo not given)	3	-1
75	CC1CCC2(CC1)NC(=O)N(CC(=O)Nc1cccnc1Cl)C2=O (stereo not given)	-1	-5
76	NS(=O)(=O)c1ccc(CCNC(=O)c2ccc(Cl)c(S(=O)(=O)NCc3ccco3)c2)cc1	8	-2
77	Cc1ccc(S(=O)(=O)Nc2cccc3c2O[C@H](CN(C)C(=O)Nc2ccc(C(F)(F)F)cc2)[C@@H](C)CN([C@H](C)CO)C3=O)cc1	3	-2
78	Cc1ccc(C)c(OCCC(=O)Nc2cc(S(=O)(=O)N3CCCCC3)ccc2C)c1	3	-1
79	CCN(C[C@H]1N[C@@](Cc2ccccc2)(C(=O)OC)[C@H]2C(=O)N(Cc3ccccc3)C(=O)[C@@H]12)S(=O)(=O)c1ccccc1	9	1
80	CN(C)S(=O)(=O)c1ccc(Cl)c(NC(=O)CN2C(=O)NC3(CCc4ccccc43)C2=O)c1 (stereo not given)	-2	-3
81	Cc1nn(CSc2c(F)c(F)c(F)c(F)c2F)c(C)c1[N+](=O)[O-]	3	6
82	CN(C)S(=O)(=O)c1ccc(Cl)c(C(=O)OCC(=O)c2ccco2)c1	-5	-2
83	O=C1CCCN1C(=O)COc1cc(F)ccc1[N+](=O)[O-]	9	0
84	C[C@H](CO)N1C[C@H](C)[C@@H](CN(C)Cc2ccc(-c3ccccc3)cc2)Oc2c(NC(=O)Cc3ccccc3)cccc2C1=O	0	-2
85	Cc1ccc(OCCNC(=O)CNC(=O)c2ccccc2Cl)cc1	-2	-5
86	Cc1ccc(C(=O)Nc2ccc(F)c(S(=O)(=O)N3CCOCC3)c2)s1	-1	1
87	CC(=O)Nc1ccc(S(=O)(=O)N2CCSc3ccccc32)cc1	4	2
88	CCc1ccccc1NC(=O)CNC(=O)CNC(=O)C1CCCCC1	4	-1
89	CCN(CC(=O)Nc1ccc2c(c1)OCCO2)Cc1nc2cc(Cl)ccc2c(=O)[nH]1	15	6
90	CC(NC(=O)CSc1ncccn1)c1ccc2c(c1)OCO2 (stereo not given)	0	-2
91	CCOC(=O)[C@H]1[C@H]2COc3ccc(Br)cc3[C@@H]2N2C(=O)c3c(C)cc(C)cc3NC(=O)[C@@]12C	2	-2
92	COc1ccccc1NC(=O)CON=C(N)CC(=O)NC1CCCCC1	-1	-5
93	O=C(COC(=O)c1cc(S(=O)(=O)N2CCCCC2)ccc1Cl)NC1CCS(=O)(=O)C1 (stereo not given)	3	1
94	CCOC(=O)CCCCCC(=O)Nc1ccc2c(c1)CC(=O)N([C@H](C)CO)C[C@@H](C)[C@H](CN(C)Cc1ccc3c(c1)OCO3)O2	-6	0
95	CCCSc1ccc([C@@H]2[C@@H]3C(=O)N(C)C(=O)[C@@H]3[C@]3(C(=O)OC)CCCN23)cc1OC	5	-2
96	CN1CCC(N(C)S(=O)(=O)c2ccc(NC(=O)c3ccc(S(=O)(=O)N(C)C)cc3)cc2)CC1	0	1
97	CC(Sc1ncccn1)C(=O)NC1(C#N)CCCCC1 (stereo not given)	4	1
98	C=CC[C@H](CC(=O)NCCO)C(=O)N[C@@H](COC(=O)[C@@H](CC=C)Cc1ccc(F)cc1)Cc1ccccc1	-10	-1
99	CC(C)CC1Nc2ncnc(N3CCN(c4ccccn4)CC3)c2N(Cc2ccc(Cl)cc2)C1=O (stereo not given)	0	0
